# miR122 inh – miR-122 Renilla sensor signal increase in Huh7, primary screen, miR-122 inhibitor project, cell-based, single point, plate reader; Huh7 miR-122 Renilla luciferase sensor, 48 h; neutral wells = 0, positive control = 100; activation (reporter increase), % at 12.5 µM; actives 0.3% (n = 340,000);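 active = mean replicate activation score at least 90 and every replicate individually at or above 90; inconclusive = only one of the two criteria met; inactive = neither criterion met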;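 also: higher luciferase means less miR-122 activity so hits act as miR-122 inhibitors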
# GSIS activator – GLuc luminescence reporter in INS-1E cells, primary screen for activators of glucose-dependent secretion of insulin | INS-1E GLuc reporter insulin secretion, 2-3 h | activation, % at 16.6 µM | actives 0.61% (n = 370,000) | AID 743287, 2014;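 active = lowest replicate activation of at least 40%, so every replicate reaches that level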;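 also: 0% = median of neutral control wells and 100% = median of IBMX positive control wells; some compounds called inactive have numbers as strong as hits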
# FN deposition inh – inhibitors of fibronectin matrix deposition, primary screen, AH1F cells, Alexa488-fibronectin fluorescence, plate reader; AH1F fibroblasts, overnight; actives 0.086% (n = 350,000); inhibition, % at 12.6 µM;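 active = mean inhibition across replicates of 30% or more, regardless of how many single replicates reach that level; inconclusive = mean under 30% yet at least half of replicates reach 30%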;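 also: positive control wells lacked labelled fibronectin entirely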
#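 Assay system: AH1F fibroblast monolayer, labelled fibronectin deposition. Amount: 10000 cells per well. Also added: labelled fibronectin 24 nM. Compound: single-point pinned compound. Incubation: cell attachment 1 h, compound and FN exposure overnight. Detection: fluorescence after three HBSS washes, excitation 485 nm, emission 525 nm. Read-out: inhibition of fibronectin deposition signal.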
# F508del corr – F508del CFTR correction, initial screen, CFBE line, single point. CFBE cells, YFP halide quenching; stimulated with forskolin plus potentiator P3; % fluorescence drop versus neutral controls. activity (quench increase), % at 7.58 µM. actives 0.36% (n = 350,000);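 active = mean added fluorescence quench of at least 8% versus neutral control, with both replicates also reaching 8%; inconclusive = only one of the mean or replicate conditions met; inactive = mean below 8% and not both replicates reaching 8%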;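 also: cells transiently co-express mutant CFTR-F508del with the halide-sensitive YFP; corrector assay measuring rescue of mutant channel to the surface after 24 h compound exposure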
# EWS-Fli block – EWS/Fli-driven NR0B1 reporter inhibitors, primary screen, A673 cells, NR0B1 luciferase, luminescence, MLPCN library; viability-normalised; inhibition, % at 12.6 µM; actives 0.67% (n = 350,000);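 active = mean inhibition of at least 50% after viability correction, with every replicate also passing that limit; inconclusive = mean reaches 50% but only one of two replicates passes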;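 also: firefly luciferase signal divided by Alamar Blue viability fluorescence both relative to DMSO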
# DENV2 CPE rescue – inhibitors of DENV2 cytopathic effect, primary screen, cell-based, plate reader, single concentration; DENV2-infected cells, cytopathic effect rescue; CPE inhibition, % at 9.99 µM; actives 1.7% (n = 350,000); AID 651640, 2012; in the data active = CPE inhibition above about 20%, passing the limit was not always enough; inconclusive = no clear call, values can overlap the other calls; tested in BHK-21 cells;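 also: 0% = median of neutral control wells and 100% = median of positive control wells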
# PAX8 inh HTS – inhibitors of PAX8-driven TPO luciferase reporter, primary screen, RMG-I cells, single concentration | SteadyGlo, 24 h | inhibition, % at 12.6 µM | actives 1.2% (n = 360,000);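 active = mean replicate inhibition at least 60% with every replicate also reaching 60%; inconclusive = only one of the two criteria is met; inactive = mean below 60% and not all replicates reaching 60%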;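 also: luciferase light reporting Pax8 driven TPO promoter activity; plate controls were median of neutral control wells for no effect and mitoxantrone controls for full effect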
# Starred values were filed as active, the others as inactive; ? = inconclusive; nt = not tested or not shown; [ ] = remark or other dose.
# The line under a structure holds: miR122 inh, GSIS activator, FN deposition inh, F508del corr, EWS-Fli block, DENV2 CPE rescue, PAX8 inh HTS
C[C@@H]1CCCCO[C@@H](CN(C)C(=O)Cc2ccccc2)[C@@H](C)CN([C@@H](C)CO)C(=O)c2cc(NC(=O)CCCN(C)C)ccc2O1
    -8[16.7 µM], 15, nt, 0.2, -9, ?, -6
O=c1ncn(-c2ccccc2C(F)(F)F)c2ncccc12
    nt, -5, -4, -0.1, 2, 3, -1
CC(C)(C)OC(=O)N1C[C@H](O)C[C@H]1C(=O)OCC(=O)c1ccc([N+](=O)[O-])cc1
    -3, 10, -6, 2.1, nt, -6, 9
O=C(c1ccccc1F)N1CC(=O)N2[C@@H](CO)[C@H](c3ccc(C#Cc4ccccc4)cc3)[C@@H]2C1
    nt, 4, -7, 4.3, -3, -4, nt
Cc1ccc(-c2nc3cc(NS(=O)(=O)c4ccc(C)cc4)ccc3o2)cc1
    21, -22, 0, nt, nt, nt, nt
CN(C)c1ccc(-c2ccnc3c2CC(C)(C(=O)NCc2cccc(Cl)c2)O3)cc1 (centres undefined)
    nt, -24, 5, -1.1, 9, -7, -22
COc1ccc(C#Cc2ccc3c(c2)[C@H]2[C@H](CCN2Cc2nccs2)[C@@H](CO)N3)cc1
    nt, 16, 1, -1.3, nt, 28*, nt
O=C(N[C@@H]1CC[C@@H](CC(=O)N2CCCCC2)O[C@@H]1CO)c1ccccn1
    nt, 5, 9, -1.3, 0, -8, -23
COC(=O)C(CC#Cc1ccc2c(c1)[C@]1(C(=O)N2)[C@H](c2ccccc2OCCO)N2[C@H](c3ccccc3)[C@H](c3ccccc3)OC(=O)[C@H]2[C@@H]1C(=O)N1CCc2cc(OC)c(OC)cc2C1)C(=O)OC
    nt, nt, nt, -0.3, 56*, -5, -14
CC(=O)N1CCCCN2[C@H](CO)[C@@H](c3ccc(-c4ccncc4)cc3)[C@H]2C1
    4[16.7 µM], 24, nt, -0.9, -13, ?, -23
COc1ccc(C(=O)NCC(=O)Nc2cccc(S(=O)(=O)NCc3ccco3)c2)cc1OC
    14, 5, -7, -0.2, -3, -2, 13
COCCCNC(=O)CN(Cc1ccc(Cl)cc1)S(C)(=O)=O
    nt, 9, nt, 0.9, 4, 3, nt
Cc1ccc(S(=O)(=O)NCCc2ccncc2)cc1[N+](=O)[O-]
    ?, -4, -9, 1.6, 1, 0, -2
CC(C)N(CCNC(=O)c1cn(C)c2ccc(S(=O)(=O)N(C)C)cc2c1=O)Cc1ccccc1
    22, -17, 11, -4.3, 2, -6, -19
Cc1ccc(C(=O)N/C(=C\c2cn(C)c3ccccc23)C(=O)N2CCN(C)CC2)cc1
    -2, 4, -5, 0.6, nt, -4, 13
COc1cccc(/C=C2\SC(=S)N(CC3CCCO3)C2=O)c1 (centres undefined)
    nt, 16, -10, 0.4, -28, -1, 48
Cc1cccc(CN2CCC(C(=O)Nc3cccc(-c4cscn4)c3)CC2)n1
    -6, 7, -3, -1.9, nt, 3, 9
Cc1ccc(-n2cc(CN3CCNC(=O)CC3)c(-c3ccc(F)cc3)n2)cc1
    -3, -29, 5, 5.4, -15, 9, -9
C[C@@H]1CCCCO[C@H](CN(C)Cc2ccccc2)[C@@H](C)CN([C@@H](C)CO)C(=O)c2cc(NS(=O)(=O)c3ccc(Cl)cc3)ccc2O1
    -3[16.7 µM], -22, -3, -0.6, 7, -13, 75*
O=C(Nc1ccccc1C(F)(F)F)c1cc2ccccc2o1
    3, 28, -5, -9.0, -129, -3, -216
CCOc1cc(/C=C(\C#N)C(=O)Nc2cccc(C(=O)O)c2)ccc1OCc1ccccc1Cl
    -5, -35, 5, -1.4, 0, -3, -64
CCc1ccc([C@@H]2C[C@H]3[C@@H](CN2S(=O)(=O)c2ccc(C)cc2)C(=O)C[C@@H](c2ccccc2)N3S(=O)(=O)c2ccc(C)cc2)cc1
    -8, 30, 2, -1.7, 1, -5, 12
O=S(=O)(c1ccc2ccccc2c1)N1CCN(S(=O)(=O)c2c(F)cccc2F)CC1
    1, 9, -1, 0.1, -86, 2, -213
COc1ccccc1NC(=O)CN1C(=O)NC2(CCCCCCC2)C1=O
    -4, 11, 3, -1.0, 13, 0, -3
COc1cccc(S(=O)(=O)N[C@H]2CC[C@@H](CCn3cc(-c4ccc(F)cc4)nn3)O[C@@H]2CO)c1
    nt, 3, -2, -1.9, 4, -3, 12
CC(C)CC#Cc1ccc2c(c1)O[C@@H](CN(C)Cc1ccccn1)[C@H](C)CN([C@@H](C)CO)S2(=O)=O
    7[16.7 µM], -18, 6, nt, 19, 3, 50
O=C(C[C@H]1C=C[C@H](NC(=O)c2ccc(F)cc2)[C@@H](CO)O1)NCc1ccncn1
    nt, 11, 1, 1.4, -15, -7, -14
CCCC#Cc1ccc2c(c1)O[C@H](CN(C)C(=O)Nc1ccccc1F)[C@H](C)CN([C@H](C)CO)S2(=O)=O
    -13[16.7 µM], -26, 3, 3.0, 24, 4, 21
Cc1noc(C)c1S(=O)(=O)Nc1ccc2c(c1)C(=O)N([C@H](C)CO)C[C@H](C)[C@H](CN(C)C(=O)c1ccncc1)OCCCC[C@@H](C)O2
    1[16.7 µM], 28, 1, -3.5, -9, -6, -13
COc1ccc(C(=O)NC(=S)N(C)C2CCCCC2)cc1Br
    nt, 5, nt, 1.5, nt, 59*, -7
Cc1ccc(NC(=O)c2ccc3c(c2)C(=O)N(c2ccccc2C)C3=O)nc1
    -3, 4, 2, -2.4, -6, nt, -1
Cc1ccc(-n2nnc(-c3cccnc3)n2)cc1
    nt, 2, -1, 0.6, -92, -25, -216
O=C(c1ccc2c(c1)OCCO2)C1CCN(C(=O)Nc2ccc(F)cc2)CC1
    -6, 15, -2, 1.1, -6, 9, 6
C[C@H]1CN([C@@H](C)CO)C(=O)c2cccc(NC(=O)Nc3ccc(F)cc3)c2O[C@@H]1CN(C)Cc1ccc(Oc2ccccc2)cc1
    10[16.7 µM], -2, nt, 0.6, 4, -1, nt
C[C@H](CO)N1C[C@H](C)[C@H](CN(C)C(=O)C2CC2)Oc2cc(-c3ccc(C(=O)N(C)C)cc3)ccc2S1(=O)=O
    -11[16.7 µM], 10, nt, 0.5, -9, nt, nt
C[C@H]1CN([C@@H](C)CO)C(=O)Cc2cc(NC(=O)c3ccncc3)ccc2O[C@H]1CN(C)Cc1ccc(Cl)c(Cl)c1
    2[16.7 µM], -21, nt, 2.1, nt, -6, 10
C[C@H]1CN(C2CCCCC2)C(=O)[C@@H]1CC(=O)Nc1ccccc1
    -3, 18, nt, -0.6, -9, -7, -18
O=C(O)c1nnsc1-c1csnn1
    nt, 22, 1, 0.1, 6, ?, 7
Cc1ccc2nnnc(-c3ccccc3)c2c1
    0, 8, -1, 0.8, 4, nt, 25
COc1cccc(CNC(=O)[C@@H]2CCCN2C(=O)OC(C)(C)C)c1
    nt, 0, -6, -0.8, -8, ?, -10
O=C(NCCc1ccccc1)C1CCC(Cn2c(=O)c3ccccc3n(Cc3cccc(Cl)c3)c2=O)CC1 (centres undefined)
    0, 10, 4, 1.4, 13, 0, 16
COc1ccc(Cn2c(C)nc3ccc([N+](=O)[O-])cc3c2=O)cc1
    1, -1, 3, -0.5, 3, -8, 19
Cc1ccc(N2CC(C(=O)Nc3nnc(SCC(=O)Nc4cc(C)on4)s3)CC2=O)cc1 (centres undefined)
    -2, 9, 2, -3.9, 2, 4, -16
O=[N+]([O-])c1nn(-c2ccc3c(c2)OCCO3)n(O)c1=Nc1ccccc1
    nt, -3, -1, nt, 74*, -5, 29
O=C1CN(S(=O)(=O)c2cccc(Cl)c2Cl)c2ccccc2N1
    0, 19, 4, 1.7, nt, -2, 13
CCn1c(O)c(N=NC(=S)NCC2CCCO2)c2ccccc21 (centres undefined)
    nt, 8, -15, -0.6, 13, 2, 0
COc1cccc(OCc2nnc(SCC(=O)NNC(=O)C3CCCCC3)n2C)c1
    nt, -6, -3, nt, 6, -1, -27
O=C(NCC[C@H]1CC[C@@H](NS(=O)(=O)c2cccc(F)c2)[C@H](CO)O1)C1CCCCC1
    nt, 2, 0, -1.3, -2, -7, 7
CCC(C)[C@H](NC(=O)N1CC(=O)Nc2ccccc21)C(=O)Nc1ccccc1C (some centres undefined)
    4, -7, 5, -0.5, 41, 15, 36
CCCn1c(NCc2ccco2)nc2ccccc21
    nt, nt, nt, -1.5, -3, 7, nt
C[C@@H]1CCCCO[C@H](CN(C)C(=O)C2CCCCC2)[C@@H](C)CN([C@@H](C)CO)C(=O)c2cc(NC(=O)CCC(F)(F)F)ccc2O1
    17[16.7 µM], -14, nt, 0.2, 8, -7, nt
CC(C)(C)OC(=O)NCCCC[C@@H](C(=O)NCCCCCCCCCCC(=O)N1CCN(C(=O)OC(C)(C)C)CC1)n1cc(CCO)nn1
    -6, -25, -10, -1.3, 18, nt, 20
COCC#Cc1cnc2c(c1)C(=O)N([C@@H](C)CO)C[C@@H](C)[C@@H](CN(C)C(=O)C1CCC1)O2
    5[16.7 µM], 19, nt, 2.8, -17, -9, nt
O=S(=O)(Nc1ccccc1N1CCOCC1)c1ccc(Cl)s1
    1, nt, -6, nt, nt, nt, 9
COC(=O)c1sccc1OCc1cccc(OC)c1
    nt, 12, -15, 0.2, 8, 4, 5
Cc1cc(C)c(OCC(=O)OCC(=O)NC2CCCCCCC2)c(C)c1
    nt, 6, -6, 1.6, 7, 4, -16
COc1ccc(S(=O)(=O)N(C)C[C@H]2OCCCC[C@H](C)Oc3ccc(NC(=O)Nc4c(C)noc4C)cc3C(=O)N([C@@H](C)CO)C[C@@H]2C)cc1
    4[16.7 µM], -6, 2, -0.6, -18, nt, -5
CCC1(C)NC(=O)N(CC(=O)Nc2sc3c(c2C(=O)OC)CCCCC3)C1=O (centres undefined)
    nt, -7, -2, nt, 12, 2, -2
CCOC1C(=O)NC(=O)N1Cc1ccccc1 (centres undefined)
    -2, 7, -3, -3.6, 8, -4, 3
O=[N+]([O-])c1cc(C(F)(F)F)ccc1NN=C1CCCC1
    -2, -4, 8, nt, nt, nt, -3

# Other entries
# The line under a structure holds: miR122 inh, GSIS activator, FN deposition inh, F508del corr, EWS-Fli block, DENV2 CPE rescue, PAX8 inh HTS
O=C(OCC(=O)N1CCCc2ccccc21)c1ccc(Cl)nc1
    2, -4, 9, 0.0, -3, -1, 7
Cc1ccc(N2CC(=O)N(NC(=O)Nc3ccc(Cl)c(Cl)c3)CC2=O)cc1
    nt, 6, 6, -1.4, 8, 4, 21
CCCCNC(=O)C1(C)CCN1C(=O)c1cc2ccccc2s1 (centres undefined)
    3, -10, 5, 2.2, 15, 4, 9
Cc1csc(CNc2ncnc3ccc(-c4cccnc4)cc23)c1
    -3, -10, 13, 0.4, 18, 8, -7
CC1(C(=O)NCc2ccc3c(c2)OCO3)CCN1C(=O)CCc1ccc(Cl)cc1Cl (centres undefined)
    -3, -12, 8, -3.7, 7, -5, 7
Cc1cc(C)c(S(=O)(=O)c2ccccc2Cl)c(Cl)n1
    5, 1, 1, 1.6, -9, 4, 0
N#CCCN(C(=O)COC(=O)c1cc(S(=O)(=O)N2CCOCC2)ccc1Cl)c1ccc(F)cc1
    nt, 9, -3, 1.1, 4, -6, 4
COC(=O)CNC(=O)c1ccccc1[N+](=O)[O-]
    -1, 0, nt, -3.5, 15, -5, nt
CCCCCCc1cc2cc(C(=O)OCC)c(=O)oc2cc1O
    nt, -11, -4, -0.5, 3, 9, 17
CCn1c2ccccc2c2cc(C#N)c(N)nc21
    3, 8, 1, 2.0, 2, -3, -9

# Screens as filed in PubChem.
